esBAF inh: SWI/SNF esBAF complex inhibition; AID 602393; reporter increase, % at 12.5 µM; 2% of 350,000 active; mouse ES cells, Bmi1-luciferase knock-in reporter, 24 h; 100% = twice the neutral-well signal; in the data active = activation above about 40%;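 note: 0% = median of the plate's neutral control wells and 100% = double that signal; a rise in the Bmi1 reporter signal indicates esBAF inhibition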
Casp6 inh: caspase-6 (human) enzyme inhibition; purified caspase-6, Z-VEID-R110 cleavage fluorescence; inhibition, % at 12.5 µM; 0.53% of 350,000 active;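 active = mean inhibition across replicates at least about 35%, with every replicate also reaching that limit, limit read from the data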;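 note: 0% = median of neutral control wells and 100% = no fluorescence left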
Target sequence (P55212 24-179 limits assumed): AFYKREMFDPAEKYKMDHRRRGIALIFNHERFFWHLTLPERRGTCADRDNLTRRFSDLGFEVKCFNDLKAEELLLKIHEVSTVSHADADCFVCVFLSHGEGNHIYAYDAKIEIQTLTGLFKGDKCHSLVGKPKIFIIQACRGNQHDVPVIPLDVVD
Target sequence (P55212 194-293 limits assumed): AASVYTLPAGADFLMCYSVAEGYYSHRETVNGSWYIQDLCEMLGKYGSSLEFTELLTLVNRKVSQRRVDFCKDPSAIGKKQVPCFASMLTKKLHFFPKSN
C2C12 statin: protects C2C12 myotubes from simvastatin toxicity | ATP luminescence, 48 h; scaled: DMSO 0, geranylgeraniol control 100 | rescue of ATP level, % at 7.49 µM | 0.78% of 330,000 active;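 active = mean ATP rescue above about 67%, or every replicate alone reaching that limit, limit read from the data, passing the limit was not always enough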;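 note: myotubes were challenged with 10 µM simvastatin during compound exposure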
FN deposit inh: fibronectin deposition inhibition | AH1F fibroblasts, Alexa488-fibronectin deposition fluorescence, overnight | inhibition, % at 12.6 µM | 0.086% of 350,000 active | AID 743247;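 active = mean inhibition across replicates of 30% or more, regardless of how many single replicates reach that level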;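 note: positive control wells lacked labelled fibronectin entirely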
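Material: AH1F fibroblast monolayer depositing Alexa488-labelled fibronectin into matrix | Input: 10000 AH1F cells/well | Medium: DMEM plus 2% serum, read in PBS | Reagent: Alexa488-fibronectin, 24 nM final in well | Compound dosing: One dose per compound, pinned | Schedule: 1 h adhesion, overnight exposure | Measured by: Fluorescence at 485 nm excitation, 525 nm emission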
S100A4 inh HTS: S100A4-myosin IIA interaction inhibition | S100A4/TAMRA-MyoIIA peptide fluorescence polarization | P26447 | 0.14% of 360,000 active | inhibition, % at 10.7 µM;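 active = mean inhibition of at least 70% across replicates, with every replicate also reaching that level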
Target sequence (P26447 whole entry, looked up): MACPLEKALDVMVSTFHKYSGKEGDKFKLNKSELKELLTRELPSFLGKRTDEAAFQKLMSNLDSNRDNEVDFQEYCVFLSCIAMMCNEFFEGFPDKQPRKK
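Compound dosing: one dose per compound; test system: human S100A4 monomer with TAMRA-labelled myosin IIA peptide; probe or stimulus: TAMRA-labelled myosin IIA heavy-chain peptide probe, 5 nM; medium: HEPES buffer with Ca2+, pH 7.2; schedule: 5 min incubation before reading; benchmarks: neutral control DMSO, positive control TFP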
LGR2 antag: blocks bursicon-induced cAMP signaling via Drosophila LGR2 | HEK293 LGR2, CRE-luciferase, bursicon-stimulated, 4 h | inhibition, % at 9.99 µM | 0.35% of 380,000 active | AID 720647;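 active = drop in luminescence signal, shown as inhibition above about 50% in the replicate tests, limit read from the data, passing the limit was not always enough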;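 note: agonist challenge used bursicon conditioned medium at about half maximal strength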
SIRT5 inh: inhibitors of human sirtuin-5 desuccinylase; Q9NXA8; Purified SirT5, succinyl-peptide AMC, trypsin-coupled fluorescence; inhibition, % at 15 µM; 1.1% of 330,000 active; in the data active = inhibition above about 15%
Target sequence (Q9NXA8 whole entry, looked up): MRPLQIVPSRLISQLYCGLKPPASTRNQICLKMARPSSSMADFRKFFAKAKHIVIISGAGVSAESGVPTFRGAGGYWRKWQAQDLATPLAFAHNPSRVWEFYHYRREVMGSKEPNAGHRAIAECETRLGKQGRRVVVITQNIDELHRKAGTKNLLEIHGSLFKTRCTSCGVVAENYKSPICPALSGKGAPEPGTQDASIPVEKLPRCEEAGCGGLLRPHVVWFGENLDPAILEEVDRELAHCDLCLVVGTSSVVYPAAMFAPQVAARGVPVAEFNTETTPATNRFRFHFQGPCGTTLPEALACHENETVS
* = called active by the depositor.

How did CC(=O)C1=C(c2ccccc2)OC(N)=C(C#N)C1c1ccccc1C (stereo not drawn) do in these assays?
Casp6 inh: 1; FN deposit inh: -4; S100A4 inh HTS: 0; LGR2 antag: -4; SIRT5 inh: -7

What do the screens show for `CN(C)c1ccc(N=Nc2ccc(C(=O)O)cc2)cc1`?
Casp6 inh: 23; FN deposit inh: 4; S100A4 inh HTS: -5; LGR2 antag: -49; SIRT5 inh: 5

How did Nc1nc(N)nc(-c2cc(Cl)ccc2Cl)n1 do in these assays?
esBAF inh: 5; Casp6 inh: -2; C2C12 statin: -1; FN deposit inh: -8; S100A4 inh HTS: 0; LGR2 antag: -6; SIRT5 inh: -5

How did COc1ccc(CCN(C)C2CCCN(S(=O)(=O)N(C)C)C2)cc1OC (stereo not drawn) do in these assays?
esBAF inh: -5; Casp6 inh: 2; C2C12 statin: 2; FN deposit inh: -11; S100A4 inh HTS: 1; LGR2 antag: -2; SIRT5 inh: 15*

Results for Cc1cc(C)n(-c2nc(NCCCN(C)C)c3c4c(sc3n2)CCCC4)n1 ?
Casp6 inh: -7; FN deposit inh: 3; S100A4 inh HTS: -1; SIRT5 inh: 1

What do the screens show for `CN1CCCN(Cc2nc(-c3cccc(C(F)(F)F)c3)no2)CC1`?
Casp6 inh: -6; FN deposit inh: -9; S100A4 inh HTS: -6; SIRT5 inh: 3

What do the screens show for `O=C(C[C@@H]1C[C@H]2c3cc(NC(=O)CC4CC4)ccc3O[C@H]2[C@H](CO)O1)NCc1ccc2c(c1)OCO2`?
esBAF inh: -1; Casp6 inh: 2; C2C12 statin: 10; FN deposit inh: 3; S100A4 inh HTS: 7; LGR2 antag: 15; SIRT5 inh: 1

Results for Cc1cc(Cl)cc(Cl)c1OCC(=O)NCc1ccco1 ?
esBAF inh: 4; C2C12 statin: -1; FN deposit inh: 11

What do the screens show for `CCNc1c([N+](=O)[O-])c(=O)oc2ccccc12`?
Casp6 inh: 9; FN deposit inh: 5; S100A4 inh HTS: 0; LGR2 antag: 23; SIRT5 inh: -4

What do the screens show for `Cc1ccc(N(CC(=O)Nc2ccc(C)cn2)S(=O)(=O)c2c(C)nn(C)c2C)cc1`?
esBAF inh: 0; C2C12 statin: 6; FN deposit inh: 3

Brought forward from above: 7 entries; new compounds follow.
How did COc1ccc(CCN(C)C2CCCN(S(=O)(=O)N(C)C)C2)cc1OC (stereo not drawn) do in these assays?
esBAF inh: -5; Casp6 inh: 2; C2C12 statin: 2; FN deposit inh: -11; S100A4 inh HTS: 1; LGR2 antag: -2; SIRT5 inh: 15*

Results for Cc1cc(C)n(-c2nc(NCCCN(C)C)c3c4c(sc3n2)CCCC4)n1 ?
Casp6 inh: -7; FN deposit inh: 3; S100A4 inh HTS: -1; SIRT5 inh: 1

What do the screens show for `CN1CCCN(Cc2nc(-c3cccc(C(F)(F)F)c3)no2)CC1`?
Casp6 inh: -6; FN deposit inh: -9; S100A4 inh HTS: -6; SIRT5 inh: 3

What do the screens show for `O=C(C[C@@H]1C[C@H]2c3cc(NC(=O)CC4CC4)ccc3O[C@H]2[C@H](CO)O1)NCc1ccc2c(c1)OCO2`?
esBAF inh: -1; Casp6 inh: 2; C2C12 statin: 10; FN deposit inh: 3; S100A4 inh HTS: 7; LGR2 antag: 15; SIRT5 inh: 1

Results for Cc1cc(Cl)cc(Cl)c1OCC(=O)NCc1ccco1 ?
esBAF inh: 4; C2C12 statin: -1; FN deposit inh: 11

What do the screens show for `CCNc1c([N+](=O)[O-])c(=O)oc2ccccc12`?
Casp6 inh: 9; FN deposit inh: 5; S100A4 inh HTS: 0; LGR2 antag: 23; SIRT5 inh: -4

What do the screens show for `Cc1ccc(N(CC(=O)Nc2ccc(C)cn2)S(=O)(=O)c2c(C)nn(C)c2C)cc1`?
esBAF inh: 0; C2C12 statin: 6; FN deposit inh: 3

Results for CC(=O)N[C@H]1CC[C@H](CC(=O)NCC2CCCCC2)O[C@@H]1CO ?
esBAF inh: -1; Casp6 inh: -1; C2C12 statin: 3; FN deposit inh: -3; S100A4 inh HTS: 0; LGR2 antag: -6; SIRT5 inh: 0

What do the screens show for `CN(C)CC(=O)N[C@H]1CC[C@@H](CCNC(=O)C2CCCCC2)O[C@H]1CO`?
esBAF inh: -1; Casp6 inh: -28; C2C12 statin: -3; FN deposit inh: -19; S100A4 inh HTS: -1; LGR2 antag: 5; SIRT5 inh: 4

How did Cc1ccc(C)c(NS(=O)(=O)c2cc(C(=O)NCc3ccco3)ccc2C)c1 do in these assays?
esBAF inh: 5; C2C12 statin: 5; FN deposit inh: -5; LGR2 antag: 19

How did Cc1ccc(NC(=S)NNC(=O)C2CC2c2ccc(C)cc2)cc1 (stereo not drawn) do in these assays?
esBAF inh: -2; C2C12 statin: 22; FN deposit inh: -11

What do the screens show for `COc1ccc(S(=O)(=O)Nc2cccc(S(=O)(=O)N(C)C)c2)cc1[N+](=O)[O-]`?
esBAF inh: 4; Casp6 inh: 1; C2C12 statin: 3; FN deposit inh: 11; S100A4 inh HTS: -3; LGR2 antag: -2; SIRT5 inh: -2

Results for CCCCN1C(=N)N([C@@H](CN2CCC[C@H]2CN2C(N)=NC[C@@H]2Cc2ccccc2)C(C)C)C[C@H]1Cc1ccccc1 ?
esBAF inh: 4; Casp6 inh: -32; C2C12 statin: -18; FN deposit inh: 1; S100A4 inh HTS: 5; LGR2 antag: -4; SIRT5 inh: 0

What do the screens show for `O=C(c1ccccc1Cl)N(Cc1ccc(Cl)c(Cl)c1)N1C(=O)CCCC1=O`?
esBAF inh: 1; Casp6 inh: 1; C2C12 statin: 1; FN deposit inh: 5; S100A4 inh HTS: -3; LGR2 antag: 5; SIRT5 inh: -3

How did O=C(Nc1ccccc1Cl)C1C2CCC3C(CCC21)C3(Cl)Cl (stereo not drawn) do in these assays?
Casp6 inh: 1; FN deposit inh: 0; S100A4 inh HTS: -4; LGR2 antag: -2; SIRT5 inh: -5

What do the screens show for `CN1CCN(C(=O)C[C@@H]2CC[C@@H]3[C@H](COC[C@@H](O)CN3C(=O)Nc3ccc(F)cc3)O2)CC1`?
esBAF inh: 2; Casp6 inh: 3; C2C12 statin: -10; FN deposit inh: 1; S100A4 inh HTS: 13; LGR2 antag: -18; SIRT5 inh: 3

What do the screens show for `O=C(Nc1ccc(F)cc1)C(c1ccccc1OC(F)(F)F)N1CCN(c2cccc(C(F)(F)F)n2)CC1` (stereo not drawn)?
Casp6 inh: -7; FN deposit inh: -4; S100A4 inh HTS: -5; LGR2 antag: 2; SIRT5 inh: 1

Results for O=C(CN1CCOCC1)Nc1c(Cl)cc(Cl)cc1Cl ?
esBAF inh: 8; Casp6 inh: 3; C2C12 statin: -3; FN deposit inh: 5; S100A4 inh HTS: -3; LGR2 antag: -28; SIRT5 inh: -5

Results for Cc1nn(-c2ccccc2)c(NC(=O)c2cccs2)c(-c2ccccc2Cl)c1=O ?
Casp6 inh: -4; FN deposit inh: 1; S100A4 inh HTS: -4; LGR2 antag: 10; SIRT5 inh: 3

Results for COCc1cn(CC[C@@H]2CC[C@H](NC(=O)Nc3ccc(Cl)cc3)[C@@H](CO)O2)nn1 ?
esBAF inh: -6; Casp6 inh: -1; C2C12 statin: 5; S100A4 inh HTS: 24; LGR2 antag: 1; SIRT5 inh: -3

How did O=C(c1cc(F)ccc1F)C1CCCN(C(=O)CCc2cnccn2)C1 (stereo not drawn) do in these assays?
Casp6 inh: 1; FN deposit inh: 1; S100A4 inh HTS: -2; LGR2 antag: 8; SIRT5 inh: 3

What do the screens show for `CCOc1ccc(C(=O)N2CCC3(CC2)NCCc2[nH]cnc23)cc1`?
esBAF inh: -5; Casp6 inh: 1; C2C12 statin: 35; FN deposit inh: 3; S100A4 inh HTS: -7; LGR2 antag: 2; SIRT5 inh: 0

Results for CCOC(=O)[C@@H]1[C@H]2COc3cc(OC)ccc3[C@H]2N2C(=O)N(c3cccc(F)c3)C(=O)[C@@]12C ?
esBAF inh: -2; Casp6 inh: 1; C2C12 statin: 30; FN deposit inh: -3; S100A4 inh HTS: -1; LGR2 antag: 4

Results for Cc1ccccc1OCCNc1ccc(C(F)(F)F)cc1[N+](=O)[O-] ?
esBAF inh: 14; C2C12 statin: -36; LGR2 antag: -24

Results for Cc1ccccc1C(=O)NNC(=O)CSc1nnc(C)n1-c1ccccc1 ?
Casp6 inh: 2; FN deposit inh: 3; S100A4 inh HTS: 0; LGR2 antag: 26; SIRT5 inh: -3

What do the screens show for `CC(=O)c1sc2nsc(SCCN3CCCC3)c2c1N`?
Casp6 inh: 6; FN deposit inh: -8; S100A4 inh HTS: 0; SIRT5 inh: -1

Results for CCN(CC)S(=O)(=O)c1cccc(C(=O)/C=C2/N(C)c3ccccc3C2(C)C)c1 ?
esBAF inh: -23; Casp6 inh: 2; C2C12 statin: -48; FN deposit inh: 1; S100A4 inh HTS: -4; LGR2 antag: 18; SIRT5 inh: -2

Results for COC(=O)/C=c1/sc2n(c1=O)CCN=2 ?
esBAF inh: -8; C2C12 statin: -22; LGR2 antag: 1

What do the screens show for `O=c1[nH]c2ccccc2nc1Cc1ccc(Cl)cc1`?
esBAF inh: 0; Casp6 inh: -5; C2C12 statin: -7; FN deposit inh: -2; S100A4 inh HTS: -1; LGR2 antag: -3; SIRT5 inh: 5

Results for Cc1ccc(S(=O)(=O)NCC(=O)NCC(=O)N2CCN(c3ncccn3)CC2)cc1C ?
esBAF inh: -3; Casp6 inh: 1; C2C12 statin: 8; FN deposit inh: 3; S100A4 inh HTS: 9; LGR2 antag: 13; SIRT5 inh: -6

Results for C[C@@H]1CCCCO[C@@H](CN(C)Cc2ccc3c(c2)OCO3)[C@@H](C)CN([C@@H](C)CO)C(=O)c2cc(NC(=O)C3CCCCC3)ccc2O1 ?
esBAF inh: 1; Casp6 inh: -4; C2C12 statin: -30; S100A4 inh HTS: -2; LGR2 antag: 9; SIRT5 inh: 1

What do the screens show for `CC(C)CN(C(=O)COC(=O)C(C)N1C(=O)c2ccccc2C1=O)c1c(N)n(Cc2ccccc2)c(=O)[nH]c1=O` (stereo not drawn)?
Casp6 inh: 0; FN deposit inh: -4; S100A4 inh HTS: -4; LGR2 antag: 23; SIRT5 inh: 2

How did COc1cc(C(C)=O)ccc1Oc1ncnc2c1cnn2-c1ccccc1 do in these assays?
Casp6 inh: 0; FN deposit inh: -2; S100A4 inh HTS: 5; LGR2 antag: -20; SIRT5 inh: -2

Results for CC(NC(N)=O)C12CC3CC(CC(C3)C1)C2 (stereo not drawn) ?
esBAF inh: -5; C2C12 statin: 20; FN deposit inh: 8

What do the screens show for `CC(=O)c1cccc(NC(=O)c2ccc(C(=O)Nc3cccc(C(C)=O)c3)nc2)c1`?
Casp6 inh: 3; FN deposit inh: -2; S100A4 inh HTS: 8; LGR2 antag: -29; SIRT5 inh: 1

What do the screens show for `Nc1cc(-c2ccc(Br)cc2)nn1Cc1ccccc1`?
Casp6 inh: -2; FN deposit inh: -7; S100A4 inh HTS: -7; LGR2 antag: -41; SIRT5 inh: -2

How did CCCOc1ccccc1NS(=O)(=O)c1ccc2[nH]c(=O)[nH]c2c1 do in these assays?
esBAF inh: 1; Casp6 inh: -1; C2C12 statin: -4; FN deposit inh: 5; S100A4 inh HTS: -4; LGR2 antag: -7; SIRT5 inh: -3

What do the screens show for `CO[C@H](C(=O)N(C)C[C@H]1OCc2ccccc2-c2c(n(C)c3ccccc23)C(=O)N([C@H](C)CO)C[C@@H]1C)c1ccccc1`?
esBAF inh: 5; Casp6 inh: 7; FN deposit inh: -4; S100A4 inh HTS: -1; LGR2 antag: 17; SIRT5 inh: 1

A portion of the library; count on the stated rates, not on these rows.
